M5 ag: CHRM5 agonism in calcium assay | activation, % at 3 µM | CHO-K1 hM5 cells, Fluo-8 calcium fluorescence; 0% DMSO wells, 100% maximal acetylcholine response | P08912 | hit rate 0.19% among 360,000;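 active = activation above the run's mean over test compounds plus 3 SD, cut at about 23% in these data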;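 also: signal is peak over basal fluorescence ratio across the kinetic read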
Target sequence (P08912 whole entry, looked up): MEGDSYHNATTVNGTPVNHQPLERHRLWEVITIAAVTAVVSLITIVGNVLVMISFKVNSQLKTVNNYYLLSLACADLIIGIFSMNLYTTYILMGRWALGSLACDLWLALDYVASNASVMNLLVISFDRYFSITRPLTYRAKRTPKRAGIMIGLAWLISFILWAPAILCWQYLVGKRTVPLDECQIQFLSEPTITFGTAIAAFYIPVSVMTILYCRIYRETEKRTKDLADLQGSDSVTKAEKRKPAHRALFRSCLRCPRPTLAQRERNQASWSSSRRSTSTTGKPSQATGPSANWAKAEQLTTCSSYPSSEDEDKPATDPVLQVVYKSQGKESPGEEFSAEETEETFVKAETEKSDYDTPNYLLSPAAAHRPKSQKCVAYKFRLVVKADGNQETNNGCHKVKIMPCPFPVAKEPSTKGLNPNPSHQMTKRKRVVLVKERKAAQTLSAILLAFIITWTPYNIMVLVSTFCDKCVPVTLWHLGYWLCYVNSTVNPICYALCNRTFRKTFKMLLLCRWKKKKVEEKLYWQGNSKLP
CRFR2-BP ag: CRF-BP/CRF-R2 complex agonism; HEK293 CRF-R2/CRF-BP, calcium dye fluorescence (FLIPR); percent of saturating CRF peptide response; AID 588473; hit rate 0.46% among 350,000; activation, % at 13.2 µM;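 active = activation of at least 50%, plus an integration ratio under a set limit after plate pattern correction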;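 also: plate controls were neutral control wells without compound for no effect and CRF at EC100 for full effect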
CRFBP-R2 block: antagonists of CRF-binding protein/CRF-R2 receptor complex; HEK293 CRF-R2/CRF-BP, CRF-induced calcium fluorescence; inhibition, % at 11.8 µM; hit rate 0.59% among 350,000;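 active = inhibition of the ligand-induced calcium signal above about 50% at the single tested concentration, limit read from the data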
IDE inh: inhibits human insulin-degrading enzyme in HEK cells; P14735; FAbetaB cleavage, fluorescence polarization; inhibition, % at 5.59 µM; hit rate 0.41% among 320,000;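 active = percent inhibition above the average of all tested compounds plus 3 SD, set per screening campaign, cut at about 16% in these data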;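 also: IDE supplied by intact live HEK cells; FP after avidin binding of uncleaved biotin substrate so inhibition keeps polarization high; 0% = DMSO wells and 100% = 60 µM reference IDE inhibitor Ii1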
CHRM4 agonist: agonists of human muscarinic M4 receptor (CHRM4); P08173; CHO-K1 hM4/Gqi5, Fluo-8 calcium fluorescence; vehicle 0%, full acetylcholine response 100%; activation, % at 3 µM; hit rate 0.14% among 360,000; AID 624127;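 active = activation above the run mean over all test wells plus 3 SD, cut at about 32% in these data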;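 also: peak over basal fluorescence ratio per well then scaled between controls; 0% = DMSO wells and 100% = acetylcholine at EC100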
Target sequence (P08173 whole entry, looked up): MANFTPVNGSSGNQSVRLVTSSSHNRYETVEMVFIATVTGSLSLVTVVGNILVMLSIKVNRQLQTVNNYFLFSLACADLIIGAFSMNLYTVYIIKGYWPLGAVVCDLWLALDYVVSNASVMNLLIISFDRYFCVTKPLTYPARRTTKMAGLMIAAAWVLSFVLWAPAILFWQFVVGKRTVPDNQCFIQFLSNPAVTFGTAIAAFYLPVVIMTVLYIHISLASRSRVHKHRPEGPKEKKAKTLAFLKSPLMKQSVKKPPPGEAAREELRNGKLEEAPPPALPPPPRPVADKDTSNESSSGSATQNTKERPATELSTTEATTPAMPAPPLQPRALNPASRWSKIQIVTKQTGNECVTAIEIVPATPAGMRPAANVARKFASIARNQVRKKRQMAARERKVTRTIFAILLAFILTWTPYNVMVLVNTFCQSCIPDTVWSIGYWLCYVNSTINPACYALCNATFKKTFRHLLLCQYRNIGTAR
M5 antag: CHRM5 antagonism in calcium assay; CHO-hM5 cells, Fluo-8 calcium fluorescence, ACh EC80; inhibition, % at 3 µM; hit rate 0.59% among 360,000;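 active = inhibition above a per-plate cutoff, the mean of that plate's test compounds plus 3 SD, cut at about 27% in these data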;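 also: 0% = acetylcholine EC80 with DMSO and 100% = DMSO without agonist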
M4 antag: CHRM4 antagonism in calcium assay | P08173 | CHO-hM4 cells, ACh EC80, Fluo-8 calcium fluorescence | inhibition, % at 3 µM | hit rate 0.73% among 360,000;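 active = inhibition above its plate's cutoff, the mean inhibition of sample wells plus 3 SD, cut at about 27% in these data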;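 also: 0% = acetylcholine EC80 with DMSO and 100% = DMSO without agonist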
M5 PAM: potentiates acetylcholine response at human M5 receptor | P08912 | CHO-K1 hM5, Fluo-8 calcium, ACh EC20 PAM; 0% = ACh EC20, 100% = ACh EC100 | activation, % at 3 µM | hit rate 0.3% among 360,000;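 active = activation above the run cutoff, the mean activation of all test compounds plus 3 SD, cut at about 18% in these data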
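Probe or stimulus: acetylcholine, EC20 level; Assay system: human M5 receptor in CHO-K1 cells; Schedule: compound preincubation 140 s before EC20 acetylcholine addition; Technique: intracellular calcium via Fluo-8 fluorescence; Dosing: single-point, 3 µM nominal; Read-out basis: percent activation from peak-over-basal fluorescence ratio, scaled EC20-to-EC100 acetylcholine; Repeats: one well per compound, no replicates.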
CHRM4 PAM: positive allosteric modulators of human muscarinic M4 receptor; CHO-K1 hM4/Gqi5, Fluo-8 calcium fluorescence, ACh EC20; 0% = ACh EC20, 100% = maximal ACh; activation, % at 3 µM; hit rate 0.4% among 360,000;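 active = activation above its plate's cutoff, the mean activation of sample wells plus 3 SD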; also: some results filed as inactive read as strong as hits
Starred values were filed as active, the others as inactive; · = no result given.

SMILES | M5 ag | CRFR2-BP ag | CRFBP-R2 block | IDE inh | CHRM4 agonist | M5 antag | M4 antag | M5 PAM | CHRM4 PAM
Cc1onc(-c2c(Cl)cccc2Cl)c1C(=O)N1CCN(c2ncccn2)CC1 | 2 | -0.2 | -8 | -4 | 3 | 9 | -3 | 0 | -2
COc1ccc(CN(CC2CCCO2)S(=O)(=O)c2ccc(-n3cnnn3)c(OC)c2)cc1 (configuration not stated) | 0 | 0.7 | -13 | 2 | 2 | 1 | 4 | 1 | 1
Cc1c(NP(=O)(Oc2ccccc2F)Oc2ccccc2F)c(=O)n(-c2ccccc2)n1C | 3 | -0.8 | 15 | -1 | 3 | 8 | 3 | -10 | -1
CC(CC1C(C#N)=C(N)OC2=C1C(=O)CCC2)c1ccccc1 (configuration not stated) | 3 | 3.0 | -28 | -1 | 1 | -3 | -4 | 7 | 2
COc1ccc(C(CNC(=O)COc2cccc(C)c2)N2CCCC2)cc1 (configuration not stated) | -6 | -1.1 | -8 | 0 | 2 | 6 | -13 | 3 | 3
Cc1cc(NC(=O)c2ccc([N+](=O)[O-])cc2Cl)no1 | -3 | -3.1 | -4 | 1 | 0 | 10 | -8 | 0 | -1
COC(=O)c1cc2n(n1)CCN(Cc1ccccc1Cl)C2=O | -3 | -1.0 | 0 | 1 | 1 | -7 | -17 | -2 | 2
CCCc1cc(=O)oc2c(C)c(O)c(CN3CCCCC3)cc12 | -6 | 2.3 | -8 | 9 | -1 | 5 | 6 | -4 | -4
Cc1ccc(NC(=O)COc2ccc3c(c2)OCO3)c(Cl)c1 | 1 | -0.3 | -5 | -1 | 1 | 5 | -2 | 11 | 19
Cc1ccc(S(=O)(=O)c2c(N)n(CCCO)c3nc4ccccc4nc23)cc1 | 2 | -1.9 | 2 | 5 | 1 | 3 | 8 | -2 | 4
C=C(C)c1cccc(C(C)(C)NC(=O)N2CCN(c3ccccn3)CC2)c1 | -1 | 0.4 | 0 | 0 | 0 | 5 | -3 | -8 | -4
COc1cc(C2c3cc4c(cc3C(O)C3COC(=O)C23)OCO4)cc(OC)c1OC (configuration not stated) | 6 | -2.2 | 24 | · | 12 | 4 | -12 | -14 | -5
CCn1nc(C)c(CNC(=O)c2ccc(OC3CCN(Cc4ccccn4)CC3)cc2)c1C | -7 | 9.3 | -5 | · | 5 | 10 | 8 | -6 | -6
O=C(COc1cccc(C(F)(F)F)c1)N1CCN(c2ccccc2O)CC1 | 2 | -0.3 | -24 | 3 | 5 | -4 | -2 | -3 | 1
Cc1ccc(N=Cc2sccc2C)cc1C | -1 | -0.8 | -10 | -3 | 0 | -9 | 6 | 7 | -1
COc1cc(Cl)c(C)cc1NC(=O)CSc1ccc(C)cc1 | -9 | 0.0 | 50* | 3 | -3 | -1 | -6 | -6 | -12
CCCc1nc2ccc(NC(C)=O)cc2c(=O)n1Cc1ccccc1Cl | 2 | 0.7 | -4 | 11 | 0 | -7 | 0 | 2 | 1
CN(Cc1ccco1)C(=O)Cn1nc(-c2ccc(Cl)cc2)ccc1=O | -4 | 1.8 | -6 | 3 | 3 | 16 | 4 | 5 | -11
CCOCC(=O)Nc1cc(S(=O)(=O)N2CCOCC2)ccc1N1CCCCC1 | 1 | -1.0 | 8 | 5 | -1 | 2 | -1 | 6 | 7
COc1ccc(C#Cc2cccc(-c3nc(C(=O)NCc4ccc(Oc5ccccc5)cc4)cc4c3[C@@H](CCO)N(S(=O)C(C)(C)C)C4)c2)cc1OC (some centres not stated) | 5 | · | · | · | 2 | 5 | -8 | 0 | -1
Cc1ccc(NC(=O)COC(=O)C2CC2(Cl)Cl)cc1C (configuration not stated) | -1 | -0.8 | -16 | 8 | 0 | 13 | -2 | -2 | -5
NC(=O)c1cc2ccccc2o/c1=N/NC(=O)c1cccc(Cl)c1 | 0 | -4.9 | -12 | 0 | 1 | 10 | 7 | -4 | 1
O=C(NC1CCCCC1)C(c1ccc2ncccc2c1)N(Cc1cccs1)C(=O)c1cccs1 (configuration not stated) | 6 | 0.9 | -16 | 9 | 8 | -1 | -4 | -6 | 1
CCS(=O)(=O)Nc1ccc(-c2ccc(NS(=O)(=O)CC)c(OC)c2)cc1OC | 5 | 5.3 | -3 | 4 | 9 | 8 | 2 | -7 | 5
CCOC(=O)C1CCCN(C(=O)CN2C(=O)COc3ccc(C(C)(C)C)cc32)C1 (configuration not stated) | 4 | -0.1 | -11 | -1 | 3 | 6 | -13 | -5 | 7
O=S(=O)(NCc1ccc2c(c1)OCO2)c1ccccc1F | 1 | 1.5 | 4 | -2 | 1 | 3 | 10 | -3 | 1
CC(=O)c1cccc(NC(=O)CSc2ccc(-c3ccc4c(c3)OCO4)nn2)c1 | -2 | 0.4 | 23 | 3 | 3 | 14 | 8 | -10 | -10
O=C(NCCc1ccc(Cl)cc1)C1CCC(CNc2c(N3CCCCC3)c(=O)c2=O)CC1 (configuration not stated) | -3 | 0.2 | -3 | -1 | -1 | -4 | 3 | 0 | -5
NC(=O)c1ccc(NC(=O)CSC2=Nc3ccccc3C3CC=NN23)cc1 (configuration not stated) | 2 | 1.0 | -27 | 1 | 2 | -5 | 3 | -2 | -5
CSc1nnc(C(C)(C)C)c(=O)n1/N=C/c1c(O)ccc2ccccc12 | 1 | -2.0 | -12 | -3 | 0 | 4 | -4 | 6 | -11
OC(c1ccc(F)c(F)c1)c1ncc(-c2ccccc2F)[nH]1 (configuration not stated) | 1 | · | · | · | 3 | 0 | -12 | 0 | 1
CC(C)(CC(=O)O)CC(=O)N1CCN(c2nc3ccc(Cl)cc3s2)CC1 | -4 | -0.9 | -8 | 16* | 2 | 12 | 8 | -6 | -6
Cc1ccc(-n2c(SCC(=O)N/N=C/C=C/c3ccccc3[N+](=O)[O-])nc3ccccc3c2=O)cc1 | -3 | -1.5 | 9 | 10 | 1 | 6 | 1 | -6 | 0
COc1ccc(-c2c(C)nn3c(Cl)c(C)c(C)nc23)cc1 | -7 | -0.9 | 8 | 6 | -3 | 5 | 0 | 1 | 6
CC(C)(C)CNC(=O)C1(C)CCN1C(=O)C1(c2ccccc2)CC1 (configuration not stated) | 2 | · | · | · | 0 | 4 | 5 | -1 | -2
Cc1ccccc1NC(=S)N1CCCN(Cc2ccc(F)cc2)C1 | -5 | 0.6 | -12 | 1 | 3 | 2 | 10 | 4 | 10
Cn1c(/C(C#N)=C(\O)c2ccc([N+](=O)[O-])cc2)nc2ccccc21 | -1 | -1.0 | 10 | 1 | 1 | 6 | -5 | 2 | 9
CCC(=O)c1ccc(OC(=O)/C=C/c2cc(OC)c(OC)c(OC)c2)cc1 | -2 | 2.4 | -3 | -1 | 1 | 6 | 0 | 0 | -1
CCn1cc(/C=C(\NC(=O)c2ccccc2F)C(=O)N2CCN(C)CC2)c2ccccc21 | 0 | 0.6 | -1 | · | 1 | 3 | -6 | -3 | -2
CS(=O)(=O)c1ccc(C(=O)NCC(c2ccco2)N2CCCCC2)cc1 (configuration not stated) | -4 | -1.8 | -5 | 6 | 1 | 5 | 5 | 1 | 3
O=C(CSc1ccc(-c2ccc(Br)cc2)nn1)NC1CCCC1 | -6 | 0.6 | -3 | -5 | 1 | -4 | -6 | 6 | 14
COC(=O)c1cccc(N(C(=O)c2cnccn2)C(C(=O)NCc2ccccc2)c2ccco2)c1 (configuration not stated) | 3 | -2.2 | -35 | -3 | 11 | 8 | 2 | -12 | 2
CC(C)=CCC/C(C)=C/C(=O)O | 2 | 2.2 | -2 | 2 | 1 | -5 | -16 | 9 | 11
O=C(O)c1cccc(NS(=O)(=O)c2cccc3cccnc23)c1 | 1 | 0.0 | -1 | -1 | 0 | -2 | -8 | -1 | 7
COc1ccccc1-n1c(SCC(=O)Nc2ccc(C)cc2)nc(O)cc1=O | -1 | 3.6 | -15 | -6 | 1 | -1 | -5 | -2 | 4

Five structures already listed, ordered by molecular weight, high to low.
SMILES | M5 ag | CRFR2-BP ag | CRFBP-R2 block | IDE inh | CHRM4 agonist | M5 antag | M4 antag | M5 PAM | CHRM4 PAM
CC(C)(CC(=O)O)CC(=O)N1CCN(c2nc3ccc(Cl)cc3s2)CC1 | -4 | -0.9 | -8 | 16* | 2 | 12 | 8 | -6 | -6
O=C(CSc1ccc(-c2ccc(Br)cc2)nn1)NC1CCCC1 | -6 | 0.6 | -3 | -5 | 1 | -4 | -6 | 6 | 14
CCC(=O)c1ccc(OC(=O)/C=C/c2cc(OC)c(OC)c(OC)c2)cc1 | -2 | 2.4 | -3 | -1 | 1 | 6 | 0 | 0 | -1
Cn1c(/C(C#N)=C(\O)c2ccc([N+](=O)[O-])cc2)nc2ccccc21 | -1 | -1.0 | 10 | 1 | 1 | 6 | -5 | 2 | 9
OC(c1ccc(F)c(F)c1)c1ncc(-c2ccccc2F)[nH]1 (configuration not stated) | 1 | · | · | · | 3 | 0 | -12 | 0 | 1

The list goes on:
SMILES | M5 ag | CRFR2-BP ag | CRFBP-R2 block | IDE inh | CHRM4 agonist | M5 antag | M4 antag | M5 PAM | CHRM4 PAM
Cc1cc(C(=O)CSc2nnc(N)s2)c(C)n1Cc1ccco1 | -2 | 0.4 | 3 | 2 | 1 | 1 | -2 | 4 | 4
CC(=O)Oc1ccccc1C(=O)OCCN=C1NS(=O)(=O)c2ccccc21 | -1 | 0.3 | -7 | 6 | 3 | 10 | -10 | -6 | 2
COCCCn1c(=O)c2sccc2n2c(CCCC(=O)NCC3CCCO3)nnc12 (configuration not stated) | -3 | 0.2 | -11 | -1 | 0 | 3 | 2 | -1 | 0
COc1ccc(NC(=O)CSc2nnnn2-c2ccc(F)cc2)cc1 | -3 | -0.1 | -1 | 1 | 2 | 5 | 5 | 2 | -7
COc1ccc(NC(=O)c2cc3ccccc3o2)cn1 | 2 | -0.9 | -4 | -3 | 1 | 3 | -5 | 2 | 2
O=C(COC(=O)c1cccc(S(=O)(=O)N2CCOCC2)c1)Nc1ncc(C(F)(F)F)cc1Cl | -2 | 0.1 | 15 | -2 | 2 | 0 | 1 | -1 | 3
O=C(c1noc2c1CCc1ccccc1-2)N1CCCc2ccccc21 | -2 | -4.4 | 29 | -3 | -1 | 2 | 0 | 0 | 0
N/C(=N\OC(=O)c1ccc(F)cc1)c1cccc([N+](=O)[O-])c1 | -1 | -1.1 | -5 | 0 | 0 | 7 | 3 | 1 | 3
Cc1ccc(OCC(=O)NCCS(=O)(=O)N2CCN(c3ccccc3)CC2)cc1 | 0 | 0.9 | -2 | 2 | 2 | -4 | -8 | 0 | -5
COc1ccccc1C(=O)NCC(=O)OCC(=O)c1cccc2ccccc12 | 0 | 0.3 | -9 | 0 | 4 | -9 | -18 | 11 | 9
O=C(Nc1ccccc1N1CCOCC1)c1ccc(Cl)c(S(=O)(=O)N2CCCC2)c1 | -4 | -0.7 | 5 | 2 | 5 | 1 | 1 | -3 | -1
COc1ccc(-n2c(SCC(=O)Nc3nc(C)cs3)nnc2-c2ccoc2C)cc1 | -8 | -0.2 | -271 | 3 | 0 | 5 | 3 | -8 | 2
COc1ccc(CCCc2nnc(SCC(=O)Nc3nccs3)n2C)cc1C | -8 | -1.2 | 7 | -2 | 2 | -9 | -3 | -7 | 6
CCOc1ccc(NC(=O)c2ccc(-c3csc(C)n3)cc2)cc1 | -4 | 2.1 | 1 | 12 | 1 | 7 | 2 | 1 | 0
OC(COc1ccc(Cl)cc1Cl)Cn1ccnc1 (configuration not stated) | -5 | -0.1 | 0 | 6 | 2 | 2 | -3 | 0 | -3
